# H1N1 NS1A inhibition = H1N1 influenza NS1A inhibitors, functional cell based assay (AID 504329); NS1A functional cell-based assay, percent inhibition; higher % means a stronger effect; one-dose inhibition, % at 12.5 µM; IC50 in µM for titrated hits; hit rate 0.3% among 340,000; in the data active = a potency from the dose series; inconclusive = inhibition above about 27% without an active follow-up result; also: strong numbers were not always called active
# PhoP GFP inhibition = Inhibition of PhoP regulon, Salmonella typhi GFP reporter cells, confirmation, 4 h (AID 1850) | hit rate 0.33% among 310,000 | Salmonella Typhi PhoP-promoter GFP reporter, fluorescence, 4 h; higher % means a stronger effect | one-dose inhibition, % at 50 µM; IC50 in µM for titrated hits; in the data active = a potency from the dose series; inconclusive = inhibition mostly from about 25% at the one dose, without a potency; inactive = the rest, 99 in 100 with inhibition below about 19%;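 also: 0% = induced wells with vehicle and 100% = uninduced wells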
# inhibitors of VEEV = inhibitors of VEEV TC-83 cytopathic effect, confirmation, Vero cells (AID 588727). Vero cells, VEEV TC-83 cytopathic effect inhibition; higher % means a stronger effect. inhibition, % at 20 µM, or IC50 in µM where a hit was titrated. hit rate 0.13% among 350,000; in the data active = a potency from the dose series; inconclusive = inhibition mostly from about 14% at the one dose, without a potency; inactive = the rest, 99 in 100 with inhibition below about 12%; also: strong numbers were not always called active
# M. tuberculosis HTS = M. tuberculosis growth inhibition, HTS (AID 449762); M. tuberculosis H37Rv growth inhibition, 7H9 media; higher % means a stronger effect; inhibition, % at 25 µM, or IC50 in µM where a hit was titrated; hit rate 0.59% among 330,000; in the data active = a potency from the dose series; inconclusive = inhibition above about 70% without an active follow-up result;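 also: bacterial growth assessed after seven days of incubation; strong numbers were not always called active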
# M. tuberculosis = growth inhibition of non-replicating M. tuberculosis (AID 488890). Mycobacterium tuberculosis non-replicating, growth inhibition; higher % means a stronger effect. inhibition, % at 25 µM; hits with a dose series show IC50 in µM. hit rate 0.39% among 320,000; in the data active = a potency from the dose series; inconclusive = inhibition mostly from about 82% at the one dose, without a potency; inactive = the rest, 99 in 100 with inhibition below about 76%;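 also: plate controls were DMSO cells for no effect and high antibiotic wells for full effect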
# An asterisk follows results filed as active; i = inactive; ? = inconclusive; nt = no result given; ! = a repeat was not active.
SMILES	H1N1 NS1A inhibition	PhoP GFP inhibition	inhibitors of VEEV	M. tuberculosis HTS	M. tuberculosis
O=C(Nc1ccccc1N1CCN(C(=O)c2ccccc2)CC1)c1ccccc1Cl	-11%	3%	1.3%	3%	1%
COc1ccccc1N1C(=O)c2ccc(C(=O)Nc3nccs3)cc2C1=O	nt	-7%	1.4%	-5%	0%
CCn1c(SCC(=O)N2c3ccccc3CCc3ccccc32)nc2c1c(=O)n(C)c(=O)n2C	1%	-6%	i	-4%	5%
CCOC(=O)C1CCN(C/C=C/c2ccccc2)CC1	-10%	4%	1.9%	2%	-9%
CCC(C)Oc1ccc(/C=C/c2[nH]c(=O)[nH]c(=O)c2[N+](=O)[O-])cc1OC (configuration not stated)	-6%	1%	2.5%	50%	46%
CCN(CC)CCCNC(=O)/C(=C\c1cccn1C)NC(=O)c1cccs1	-1%	3%	2.7%	-3%	17%
COc1cc(OC)cc(C(=O)Nc2cccc3cccnc23)c1	-3%	8%	1.1%	-11%	-8%
CCCCC/C(=N/O)c1c(C)[nH]c2ccccc12	11%	-5%	4.2%	-13%	7%
O=C(Cc1c(F)cccc1Cl)N1CCN(S(=O)(=O)c2cccs2)CC1	10%	nt	4.0%	0%	3%
Cc1cc(-n2cc(Br)c(=O)[nH]c2=O)nc(-c2ccccc2)n1	-3%	8%	i	8%	4%
CC(C)CSc1nsc(N)n1	6%	-13%	0.1%	-6%	2%
CC1CCCCN1S(=O)(=O)c1ccc2c(c1)oc(=O)n2CC(=O)O (configuration not stated)	-4%	11%	2.3%	5%	-1%
COc1ccc(C(=S)NC2CCCCC2)cc1	1%	-4%	4.5%	-1%	-3%
O=C1OCCN1/N=C/c1ccc([N+](=O)[O-])o1	-1%	33µM*!	1.8%	70%	37%
Cc1cccc(C)c1OCC(O)Cn1nnc2ccccc21 (configuration not stated)	-2%	9%	7.4%	-5%	-5%
O=C(CSc1nnc(-c2cccnc2)n1-c1ccccc1)Nc1ccccn1	-3%	-8%	3.8%	-4%	4%
CCC(C)c1ccc(O)c(NC(=O)c2ncn[nH]2)c1 (configuration not stated)	-5%	-7%	i	40%	-2%
O=C(O)CCNc1nc(C(F)(F)F)nc2ccccc12	1%	-7%	1.0%	-10%	-8%
O=C(NCc1ccco1)C1CC(=O)N(c2ccc(O)cc2)C1 (configuration not stated)	2%	-12%	0.4%	2%	-7%
O=C(Nc1ccc(Cl)cc1)Nc1cccc2nsnc12	-18%	4%	5.1%	54%	20%
CCCCCCCn1ccc(O)c(CC(=O)OC)c1=O	-1%	5%	0.3%	-5%	18%
COC(=O)c1ccc(C(=O)OC)c(N)c1	nt	-4%	nt	5%	-5%
COc1ccc(N2CCN(C(CNC(=O)C(=O)NCc3cccs3)c3ccco3)CC2)cc1 (configuration not stated)	-10%	17%	i	-2%	26%
COc1ccc(C2CC(c3ccc(C)cc3)=NN2C(=O)CCC(=O)O)cc1OC (configuration not stated)	19%	-5%	i	8%	3%
COc1ccc(C(CNC(=O)c2ccc(NS(=O)(=O)c3ccc4c(c3)OCCO4)cc2)N(C)C)cc1 (configuration not stated)	-1%	3%	2.3%	37%	14%
COc1cc(OC)cc(C(=O)NC2CCCCCCC2)c1	-6%	-11%	0.2%	13%	-5%
COc1ccc(CCNC(=O)CSc2nc3c(c(=O)n(C)c(=O)n3C)n2C(C)C)cc1OC	2%	-2%	1.5%	1%	11%
O=C(/C=C/c1ccc2c(c1)OCO2)c1ccccn1	1%	-1%	31%	-7%	34%
CC(Cc1ccco1)NC(=O)c1cccc(S(=O)(=O)N(C)C)c1 (configuration not stated)	-7%	7%	0.4%	4%	-3%
CCOCCCNC(=O)C1CCN(Cc2cccc(OCc3ccccc3)c2)CC1	21%	1%	i	8%	11%
CCOc1ccc(NC(=S)NNC(=O)c2ccc(Br)cc2)cc1	2%	4%	1.1%	5%	9%
O=C(c1cccs1)N(Cc1cc2ccccc2[nH]c1=O)c1ccccc1	-2%	-25%	2.0%	-3%	-2%
N#Cc1ccc(C(=O)N/N=C/c2cn(CC(=O)O)c3ccccc23)c(F)c1	-6%	-1%	0.3%	8%	6%
CN(C)c1ccc(/C=N/Nc2nc3ccccc3o2)cc1	0%	-11%	0.1%	-2%	8%
COc1ccc(N(CC(=O)Nc2ccc(C)cc2)S(=O)(=O)c2c(C)noc2C)cc1	9%	-7%	2.0%	10%	6%
COC(=O)C1=C(O)/C(=C\c2cc(C)n(-c3ccc(F)cc3)c2C)N=C1C	6%	-2%	2.8%	5%	5%
CC1(C)c2ccccc2-c2nc3ccccc3cc2C1O (configuration not stated)	-1%	-4%	3.3%	6%	11%
O=c1oc2cc(OCc3c(F)c(F)c(F)c(F)c3F)ccc2cc1-c1ccccn1	1%	-29%	i	60%	48%
COc1ccc(C(=O)N2CCN(S(=O)(=O)c3ccc(C)cc3)CC2)cc1S(=O)(=O)N1CCOCC1	2%	11%	1.2%	6%	4%
O=C(CN1CCc2ccccc2C1)Nc1cc(S(=O)(=O)N2CCOCC2)ccc1N1CCOCC1	1%	-4%	0.7%	10%	3%
Cn1c2c(c(=O)n(C)c1=O)[C@@H]1c3c(ccc4ccccc34)OC[C@@H]1CO2	1%	-9%	0.9%	-2%	-10%
COc1ccc(C2(O)C(=O)Nc3ccc(C)cc32)cc1OC (configuration not stated)	-2%	7%	0.2%	10%	-9%
COc1cc(C(=O)NCCSc2ccc(Br)cc2)cc(OC)c1OC	-6%	-11%	9.4%	-6%	-3%
CCOc1ccc(OCCSc2nc(-c3ccccc3)cc(=O)[nH]2)cc1	-5%	4%	1.9%	6%	-10%
O=C(CN1C(=O)C2CC=CCC2C1=O)Nc1ccc(S(=O)(=O)N2CCOCC2)cc1 (configuration not stated)	-2%	4%	0.1%	-1%	-18%
CCOC(=O)/C=C/C(=O)Nc1ccccc1-c1ccccc1NC(=O)/C=C/C(=O)OCC	-2%	5%	?	-2%	76%
Nc1c(C(=O)CSc2nnc(-c3ccccc3F)o2)c(=O)[nH]c(=O)n1C1CC1	-13%	nt	0.5%	-6%	0%
CCNC(=S)N1CCN(c2cccc(C(F)(F)F)c2)CC1	4%	-9%	0.3%	-1%	21%
COc1ccc(C(=O)/C(C)=N/O)cc1OC	1%	-14%	1.0%	-3%	-4%
Cc1cc(NC(=O)CSc2nc(-c3cccs3)nc3ccccc23)no1	-6%	nt	10%	1%	1%
COc1ccc(S(=O)(=O)Nc2ccc3c(c2)N(C(C)=O)CCC3)cc1	-2%	5%	2.0%	1%	-1%
CC(=C/c1ccco1)/C=N/NC(=O)c1nnn(-c2nonc2N)c1CN(C)C	-6%	-5%	2.0%	0%	-1%
Cc1ccc(C(=O)c2c3ccccc3[n+]([O-])n2CCO)cc1	10%	-6%	0.1%	-3%	23%
Cc1cc(OCc2nnc(SCC(=O)O)n2-c2ccccc2)ccc1Cl	-1%	4%	1.8%	-2%	-5%
COc1ccc(-c2noc3c2-c2nc(-c4ccc(C)cc4)sc2CC3)cc1	-6%	2%	2.1%	1%	-8%
O=C(O)c1cc(S(=O)(=O)Nc2cc(Cl)ccc2Oc2ccccc2)ccc1O	-4%	nt	2.3%	1%	6%
O=C(Cc1cccs1)Nc1ccc(-c2nc3ccccc3[nH]2)cc1	-7%	2%	0.9%	-6%	-5%
Cc1cccc(C(C)C)c1NS(=O)(=O)c1cn(C)nc1C	-7%	-11%	0.8%	-1%	6%
COc1ccc(C2=NOC(C(=O)NCc3cccs3)C2)cc1 (configuration not stated)	-7%	-3%	6.7%	13%	39%
CC(C)Nc1nc2c(c(=O)n(C)c(=O)n2C)n1C	11%	-4%	2.4%	-6%	-3%

# Continuation:
SMILES	H1N1 NS1A inhibition	PhoP GFP inhibition	inhibitors of VEEV	M. tuberculosis HTS	M. tuberculosis
O=C(Cn1nnc(-c2cccs2)n1)N1CCc2ccccc2C1	-5%	2%	i	-10%	33%
Cc1cc(C)cc(C(=O)NCC(=O)OCC(=O)c2c(N)n(C)c(=O)n(C)c2=O)c1	-10%	nt	2.7%	-2%	1%
CCC(CC)C(=O)Nc1cccc(-c2nc3ccccc3o2)c1	2%	-7%	0.2%	5%	nt
CC(=O)N1CCC(N(C(=O)Nc2c(F)cccc2F)C(C)C)CC1	-1%	-9%	1.2%	-7%	-17%
Brc1ccc(CN2CCN(c3ccccn3)CC2)s1	-12%	-1%	0.1%	16%	18%
Cc1cc(Cl)ccc1C(=O)C1CCCN(C(=O)c2snnc2C)C1 (configuration not stated)	-17%	6%	i	12%	18%
O=C(c1cccc2ccccc12)N1CCN(Cc2ccccc2F)CC1	-6%	4%	0.5%	0%	-10%
O=C(NCc1ccccc1)NC12CC3CC(CC(C3)C1)C2	9%	8%	i	-2%	15%
CCCNC(=O)c1onc(CSc2ccc(F)cc2)c1C(=O)NCC1CC1	-7%	-1%	1.0%	-4%	3%
O=C(O)CC/C(=N\NC(=O)c1ccccc1Br)c1ccccc1	-2%	-2%	1.7%	-2%	-15%
c1ccc(N2C3C4CC(C5CCCC54)C32)cc1 (configuration not stated)	-16%	nt	1.3%	nt	nt
CSc1cccc(N2CC(C(=O)NCCC3=CCCCC3)CC2=O)c1 (configuration not stated)	-7%	-5%	8.8%	15%	15%

# Pulled by compound from the entries so far:
SMILES	H1N1 NS1A inhibition	PhoP GFP inhibition	inhibitors of VEEV	M. tuberculosis HTS	M. tuberculosis
O=C(c1cccc2ccccc12)N1CCN(Cc2ccccc2F)CC1	-6%	4%	0.5%	0%	-10%
CC(=O)N1CCC(N(C(=O)Nc2c(F)cccc2F)C(C)C)CC1	-1%	-9%	1.2%	-7%	-17%
CCCNC(=O)c1onc(CSc2ccc(F)cc2)c1C(=O)NCC1CC1	-7%	-1%	1.0%	-4%	3%
CCC(CC)C(=O)Nc1cccc(-c2nc3ccccc3o2)c1	2%	-7%	0.2%	5%	nt

# Other entries follow.
SMILES	H1N1 NS1A inhibition	PhoP GFP inhibition	inhibitors of VEEV	M. tuberculosis HTS	M. tuberculosis
Cc1cc(Cl)ccc1OC(C)c1nnc(N)s1 (configuration not stated)	18%	-6%	i	-8%	4%
CC[C@]12c3[nH]c4cc(-c5ccco5)ccc4c3CCN1C(=O)[C@@H](CC(=O)NCCCn1ccnc1)C[C@@H]2C(=O)N1CCN(C(=O)C2CC2)CC1	-7%	nt	0.1%	nt	nt
O=C(NNC(=O)c1ccccc1C(=O)O)c1cc2ccccc2o1	-4%	8%	1.2%	-3%	-7%
COc1ccc(C(=O)Nc2ccccc2NC(=O)c2ccco2)cc1OC	-1%	-14%	7.7%	-5%	0%
C[C@H](NC(=O)C1CCN(S(=O)(=O)c2ccccc2)CC1)C(=O)NCc1ccc(Cl)c(Cl)c1	-4%	-2%	2.7%	-8%	18%
O=S(=O)(NCCN1CCOCC1)c1cccc(C(F)(F)F)c1	18%	-1%	1.1%	1%	21%
COc1ccc(Br)cc1CN(C)C(=O)c1cc(Cl)c2c(c1)OCCO2	17%	1%	0.2%	0%	5%
CC(C)c1ccccc1NC(=S)NCc1ccccc1F	0%	-11%	1.1%	-6%	7%
CC(C)(C)C(=O)[C@H]1[C@H](c2ccccc2)[C@@]2(N=C(c3ccccc3)OC2=O)C2c3ccccc3C=NN21 (some centres not stated)	1%	13%	1.4%	-2%	?
CN(CC1CCOCC1)C(=O)CC1C(=O)NCCN1Cc1cccc(F)c1 (configuration not stated)	1%	3%	0.3%	-2%	-7%
COc1ccc(NC(=O)CN2C(=O)C(C)Oc3ccccc32)cc1OC (configuration not stated)	-1%	3%	0.5%	3%	14%
Cc1noc(C)c1COc1ccccc1C(=O)NNC(=O)c1ccc(F)cc1	-21%	nt	2.6%	-3%	12%
O=C(CSc1nnc(-c2ccncc2)s1)Nc1ccccc1	13%	-1%	i	-1%	?
CC(=O)NC12CC3CC(C1)CC(C(=O)N1CCN(c4ncccn4)CC1)(C3)C2	-1%	5%	5.5%	-14%	-19%

# 3 entries out of the list, sorted by length of the SMILES, rising:
SMILES	H1N1 NS1A inhibition	PhoP GFP inhibition	inhibitors of VEEV	M. tuberculosis HTS	M. tuberculosis
CCC(CC)C(=O)Nc1cccc(-c2nc3ccccc3o2)c1	2%	-7%	0.2%	5%	nt
CC1CCCCN1S(=O)(=O)c1ccc2c(c1)oc(=O)n2CC(=O)O (configuration not stated)	-4%	11%	2.3%	5%	-1%
CCC(C)Oc1ccc(/C=C/c2[nH]c(=O)[nH]c(=O)c2[N+](=O)[O-])cc1OC (configuration not stated)	-6%	1%	2.5%	50%	46%

# Screening data: PubChem BioAssay, Southern Research Specialized Biocontainment Screening Center

# Hits appear at their usual frequency (roughly 1.5% active in at least one column).
